Screening data deposited in PubChem BioAssay by several laboratories.
DNA FID counter – fluorescent intercalator displacement, NS3 helicase counter-screen; DNA fluorescent intercalator displacement, fluorescence; inhibition, % at 7.9 µM; 290,000 compounds, 0.17% hits; in the data active = inhibition above about 37%;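 also: 0% = vehicle and 100% = reference compound; higher means more ethidium bromide displaced from hairpin DNA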
MEKK2 WT-MEK5 – raises or lowers MEK5 binding to wildtype human MEKK2 PB1 domain; Q9Y2U5; bead flow cytometry, Alexa488-MEK5 binding to MEKK2 WT; actives lie on both sides; binding response (% of control), % at 10 µM; 290,000 compounds, 1.1% hits; AID 1531; in the data active = binding response below about 67% or above about 130%
SUMO HTRF inh – inhibitors of human SUMOylation (UBC9) | HTRF SUMOylation assay, SAE1/SAE2 + UBC9, in vitro | 290,000 compounds, 0.36% hits | AID 2006 | inhibition, % at 35 µM | P63279; in the data active = inhibition above about 50%, passing the limit was not always enough; also: strong numbers were not always called active
Target sequence (P63279 whole entry, looked up): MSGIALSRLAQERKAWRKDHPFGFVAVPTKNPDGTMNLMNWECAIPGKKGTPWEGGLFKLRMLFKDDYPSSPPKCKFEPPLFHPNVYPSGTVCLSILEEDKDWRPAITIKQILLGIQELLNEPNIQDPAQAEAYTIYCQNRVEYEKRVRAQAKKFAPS
NS3 helicase inh – blocks Hepatitis C virus NS3 helicase unwinding; NS3 helicase DNA unwinding, Cy5 molecular beacon fluorescence; inhibition, % at 10.9 µM; 290,000 compounds, 0.56% hits; AID 1800;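 active = inhibition above the mean of all tested compounds plus 3 SD, set per campaign, cut at about 35% in these data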;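 also: 0% = DMSO wells and 100% = thioflavine S control wells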
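Measured by: Cy5 fluorescence, 0 and 60 min reads / Assay system: NS3 helicase fragment of HCV / Control set: low DMSO, high thioflavine S at 110 µM / Times: 1 h reaction at 25 °C, ATP-initiated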
MEKK2 mut-MEK5 – signal of MEK5 binding to mutant human MEKK2 PB1 domain; bead flow cytometry, Alexa488-MEK5 binding to MEKK2 mutant; percent response, % at 10 µM; 290,000 compounds, 0.35% hits; in the data active = percent response above about 24%, passing the limit was not always enough; also: inactives centre near 1; some results filed as inactive read as strong as hits
CRFBP-R2 agonist – agonists of human CRF-binding protein/CRF-R2 receptor complex; HEK293 CRF-R2/CRF-BP, calcium dye fluorescence (FLIPR); percent of saturating CRF peptide response; 350,000 compounds, 0.46% hits; activation, % at 13.2 µM;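 active = activation of at least 50%, plus an integration ratio under a set limit after plate pattern correction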;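 also: plate controls were neutral control wells without compound for no effect and CRF at EC100 for full effect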
GalR3 antag – human GalR3 antagonism; 360,000 compounds, 0.44% hits; O60755; HEK293 GalR3-CNG cAMP membrane potential fluorescence; galR3 body fused to GalR1 C-terminus; inhibition, % at 3 µM;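 active = inhibition above the screen-wide average plus 3 SD, cut at about 13% in these data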;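 also: forskolin and galanin both at EC90 stimulate the cells; cAMP rise reported by CNG channel membrane potential dye signal; 0% = forskolin plus galanin with DMSO and 100% = forskolin alone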
Target sequence (O60755 1-299 limits assumed): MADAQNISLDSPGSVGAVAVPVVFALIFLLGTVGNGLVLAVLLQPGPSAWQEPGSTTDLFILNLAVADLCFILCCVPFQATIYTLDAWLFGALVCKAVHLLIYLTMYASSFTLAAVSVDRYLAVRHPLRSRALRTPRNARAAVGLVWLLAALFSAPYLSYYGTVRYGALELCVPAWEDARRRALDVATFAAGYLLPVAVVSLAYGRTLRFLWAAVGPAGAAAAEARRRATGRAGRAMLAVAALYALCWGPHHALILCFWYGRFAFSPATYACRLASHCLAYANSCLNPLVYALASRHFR
MEKK3 PB1 HTS – modulators (inhibitors or enhancers) of MEK5 binding to human MEKK3 PB1 domain; 290,000 compounds, 1.4% hits; binding response (% of control), % at 10 µM; bead-based flow cytometry, Alexa488-MEK5 binding to MEKK3; actives lie on both sides; 0 = blocked by unlabeled MEK5, 100 = vehicle; AID 1529; Q99759;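 active = binding response more than 3 SD above or below the average of its plate-row segment, actives on both sides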;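 also: Alexa488 bead fluorescence after subtracting the streptavidin-only scavenger bead signal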
Target sequence (Q99759 whole entry, looked up, the tested form may be a part): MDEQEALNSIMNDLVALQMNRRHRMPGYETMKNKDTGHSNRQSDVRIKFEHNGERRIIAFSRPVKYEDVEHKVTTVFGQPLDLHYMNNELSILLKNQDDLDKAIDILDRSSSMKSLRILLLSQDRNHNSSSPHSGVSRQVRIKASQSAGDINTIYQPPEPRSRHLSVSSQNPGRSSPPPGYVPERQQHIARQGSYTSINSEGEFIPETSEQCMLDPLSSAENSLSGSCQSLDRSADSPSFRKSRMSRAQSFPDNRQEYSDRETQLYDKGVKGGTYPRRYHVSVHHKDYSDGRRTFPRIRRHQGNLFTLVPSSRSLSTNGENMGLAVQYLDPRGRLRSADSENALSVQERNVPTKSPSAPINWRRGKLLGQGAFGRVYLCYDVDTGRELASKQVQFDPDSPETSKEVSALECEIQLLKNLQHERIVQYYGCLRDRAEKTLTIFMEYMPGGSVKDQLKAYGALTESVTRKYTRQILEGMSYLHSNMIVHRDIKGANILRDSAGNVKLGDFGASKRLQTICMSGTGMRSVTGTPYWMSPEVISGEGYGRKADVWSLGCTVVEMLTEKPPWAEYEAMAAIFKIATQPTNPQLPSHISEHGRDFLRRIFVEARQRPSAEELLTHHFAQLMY
CRFR2-BP antag – blocks CRF-induced signaling of the CRF-BP/CRF-R2 complex. HEK293 CRF-R2/CRF-BP, CRF-induced calcium fluorescence. 350,000 compounds, 0.59% hits. inhibition, % at 11.8 µM. AID 588475;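 active = inhibition of the ligand-induced calcium signal above about 50% at the single tested concentration, limit read from the data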
* marks the source's active call; other numbers are inactive results. An excerpt. The share of hits here may be higher or lower than overall.

CC(C)[C@H](NC(=O)[C@H](Cc1ccccc1)n1c(=O)[nH]c2ccccc2c1=O)C(=O)N[C@@H](Cc1ccccc1)C(=O)O was read as DNA FID counter -25, MEKK2 WT-MEK5 98, SUMO HTRF inh -2, NS3 helicase inh 15, MEKK2 mut-MEK5 -4, CRFBP-R2 agonist -1.6, GalR3 antag -6, MEKK3 PB1 HTS 97 and CRFR2-BP antag -4.
`CCOc1ncccc1C(=O)N(C)CC(=O)Nc1ccc(C)cc1` gave DNA FID counter 4, MEKK2 WT-MEK5 105, SUMO HTRF inh 6, NS3 helicase inh 0, MEKK2 mut-MEK5 0, CRFBP-R2 agonist -1.4, GalR3 antag -2, MEKK3 PB1 HTS 104 and CRFR2-BP antag 12.
Cc1ccc(-c2noc(CSc3nnc(-c4ccncc4)n3-c3ccc(C)cc3)n2)cc1 was read as DNA FID counter -33, MEKK2 WT-MEK5 100, SUMO HTRF inh -8, NS3 helicase inh -17, MEKK2 mut-MEK5 0, CRFBP-R2 agonist 0.9, GalR3 antag -9, MEKK3 PB1 HTS 101 and CRFR2-BP antag -16.
Cc1nc2scc(C)n2c(=O)c1S(=O)(=O)NCC1CCN(Cc2ccc(Cl)cc2)CC1 was read as DNA FID counter 27, MEKK2 WT-MEK5 112, NS3 helicase inh -6, MEKK2 mut-MEK5 17, CRFBP-R2 agonist -0.2, GalR3 antag -6, MEKK3 PB1 HTS 104 and CRFR2-BP antag -21.
Screening CCC(NC(=O)CNC(=O)CNC(=O)c1ccc(Cl)cc1Cl)c1ccc(C)cc1 (centres undefined) returned DNA FID counter -34, MEKK2 WT-MEK5 104, SUMO HTRF inh -2, NS3 helicase inh -14, MEKK2 mut-MEK5 0, CRFBP-R2 agonist 1.1, GalR3 antag -3, MEKK3 PB1 HTS 102 and CRFR2-BP antag -30.
`COc1cccc(NC(=O)NCCCSC2CCCCC2)c1` gave DNA FID counter -15, MEKK2 WT-MEK5 108, SUMO HTRF inh 11, NS3 helicase inh 3, MEKK2 mut-MEK5 10, CRFBP-R2 agonist -2.2, GalR3 antag -7, MEKK3 PB1 HTS 105 and CRFR2-BP antag 16.
`CC1=C(C(=O)OCc2ccccc2)C(c2ccc([N+](=O)[O-])cc2)NC(=O)N1C` (centres undefined) gave DNA FID counter -25, MEKK2 WT-MEK5 97, SUMO HTRF inh 0, NS3 helicase inh -13, MEKK2 mut-MEK5 13, CRFBP-R2 agonist 0.2, GalR3 antag -10, MEKK3 PB1 HTS 99 and CRFR2-BP antag -10.
For COc1ccc(NC(=O)C2COc3ccccc3O2)cc1 (centres undefined) the results were DNA FID counter -10, MEKK2 WT-MEK5 90, SUMO HTRF inh 0, NS3 helicase inh 6, MEKK2 mut-MEK5 -8, CRFBP-R2 agonist -0.6, GalR3 antag -9, MEKK3 PB1 HTS 96 and CRFR2-BP antag -5.
Screening Cc1cc(C)n(-c2ccc(NC(=O)C3CCCCN3Cc3cccc4c3OCO4)cc2)n1 (centres undefined) returned DNA FID counter 26, MEKK2 WT-MEK5 101, SUMO HTRF inh -12, NS3 helicase inh -13, MEKK2 mut-MEK5 -3, CRFBP-R2 agonist 1.2, GalR3 antag 2, MEKK3 PB1 HTS 99 and CRFR2-BP antag -28.
For Cc1cccc(NC(=O)CSC2=NN3CCCC(=O)N=C3S2)c1C the results were DNA FID counter -4, MEKK2 WT-MEK5 103, SUMO HTRF inh -7, NS3 helicase inh 0, MEKK2 mut-MEK5 -1, CRFBP-R2 agonist -0.7, GalR3 antag 3, MEKK3 PB1 HTS 101 and CRFR2-BP antag 3.
For COc1ccc(Cl)cc1NC(=O)NCc1cccnc1 the results were DNA FID counter -3, MEKK2 WT-MEK5 105, SUMO HTRF inh 2, NS3 helicase inh -2, MEKK2 mut-MEK5 7, CRFBP-R2 agonist 1.7, GalR3 antag -3, MEKK3 PB1 HTS 103 and CRFR2-BP antag 11.
For O=C(CN1CCN(c2ncccn2)CC1)NCCC1=CCCCC1 the results were DNA FID counter -17, SUMO HTRF inh 8, NS3 helicase inh -3, CRFBP-R2 agonist -2.1, GalR3 antag -3 and CRFR2-BP antag -7.
`O=C(CCCOc1ccc(Cl)cc1Cl)N1CCc2ccccc2C1` gave DNA FID counter -16, MEKK2 WT-MEK5 101, SUMO HTRF inh -30, NS3 helicase inh -1, MEKK2 mut-MEK5 2, CRFBP-R2 agonist 6.4, GalR3 antag -8, MEKK3 PB1 HTS 106 and CRFR2-BP antag -22.
For CC(C)CCn1c(NCCc2ccccc2)nc2c1c(=O)n(C)c(=O)n2C the results were MEKK2 WT-MEK5 99, SUMO HTRF inh 0, MEKK2 mut-MEK5 -1, CRFBP-R2 agonist 0.8, GalR3 antag -7, MEKK3 PB1 HTS 94 and CRFR2-BP antag 9.
Cc1c(C(N)=O)sc(N)c1C(=O)OC(C)C was read as DNA FID counter 0, MEKK2 WT-MEK5 118, SUMO HTRF inh 10, NS3 helicase inh 3, MEKK2 mut-MEK5 8, CRFBP-R2 agonist -2.7, GalR3 antag -3, MEKK3 PB1 HTS 122* and CRFR2-BP antag 15.
Screening CCCNC(=O)CCC(=O)Nc1ncc(-c2ccc(C)cc2)n1C returned DNA FID counter 0, MEKK2 WT-MEK5 94, SUMO HTRF inh 10, NS3 helicase inh 5, MEKK2 mut-MEK5 -6, CRFBP-R2 agonist -1.6, GalR3 antag -1, MEKK3 PB1 HTS 91 and CRFR2-BP antag -6.
CCc1ccc(-c2csc(NC(=O)COC(=O)CCc3nc4ccccc4s3)n2)cc1 was read as DNA FID counter -3, MEKK2 WT-MEK5 107, SUMO HTRF inh 2, NS3 helicase inh -5, MEKK2 mut-MEK5 12 and MEKK3 PB1 HTS 104.
COc1ccccc1C1C(C(C)=O)=C(C)N=c2s/c(=C\c3cc(OC)c(OC)c(OC)c3)c(=O)n21 (centres undefined) was read as DNA FID counter -3, MEKK2 WT-MEK5 98, SUMO HTRF inh 0, NS3 helicase inh -13, MEKK2 mut-MEK5 1, CRFBP-R2 agonist 4.0, GalR3 antag -2, MEKK3 PB1 HTS 104 and CRFR2-BP antag -4.
`CC1CN(C(=O)CCC(=O)NCCCN2CCN(Cc3ccccc3)CC2)c2cc(Cl)ccc2O1` (centres undefined) gave DNA FID counter 28, MEKK2 WT-MEK5 108, SUMO HTRF inh 2, NS3 helicase inh -17, MEKK2 mut-MEK5 0, CRFBP-R2 agonist 0.6, GalR3 antag -5, MEKK3 PB1 HTS 97 and CRFR2-BP antag -12.
O=C(CN1CCN(c2ccccc2F)CC1)Nc1nnc(C(F)(F)F)s1 was read as DNA FID counter -10, MEKK2 WT-MEK5 101, SUMO HTRF inh -4, NS3 helicase inh 4, MEKK2 mut-MEK5 2, CRFBP-R2 agonist 2.8, GalR3 antag -6, MEKK3 PB1 HTS 104 and CRFR2-BP antag 3.
CC1=NN(c2nc(C)cc(C)n2)C(=O)C1CCC(C)C (centres undefined) was read as DNA FID counter -18, MEKK2 WT-MEK5 103, SUMO HTRF inh -4, NS3 helicase inh 0, MEKK2 mut-MEK5 4, CRFBP-R2 agonist 10, GalR3 antag -7, MEKK3 PB1 HTS 103 and CRFR2-BP antag -33.
Screening COc1ccc(F)cc1S(=O)(=O)n1cc(C)nc1-c1ccccc1 returned DNA FID counter 1, MEKK2 WT-MEK5 101, SUMO HTRF inh -5, NS3 helicase inh -8, MEKK2 mut-MEK5 5, CRFBP-R2 agonist 1.3, GalR3 antag 6, MEKK3 PB1 HTS 103 and CRFR2-BP antag 20.
Screening CC1(C(=O)NCCCNc2ncc(C(F)(F)F)cc2Cl)C=CCN1C(=O)c1ccccc1 (centres undefined) returned DNA FID counter -36, MEKK2 WT-MEK5 97, SUMO HTRF inh -10, NS3 helicase inh -3, MEKK2 mut-MEK5 6, CRFBP-R2 agonist -0.3, GalR3 antag -5, MEKK3 PB1 HTS 109 and CRFR2-BP antag -6.
Screening CCC1Oc2ccccc2N(CC(=O)NCCN2C(C)CCCC2C)C1=O (centres undefined) returned DNA FID counter 10, MEKK2 WT-MEK5 88, SUMO HTRF inh 8, NS3 helicase inh -6, MEKK2 mut-MEK5 -15, CRFBP-R2 agonist 0.6, GalR3 antag 0, MEKK3 PB1 HTS 80 and CRFR2-BP antag 18.
For CC(C)c1ccc(/C=C/C(=O)NCc2ccc(S(N)(=O)=O)cc2)cc1 the results were DNA FID counter -24, MEKK2 WT-MEK5 102, SUMO HTRF inh 13, NS3 helicase inh 21, MEKK2 mut-MEK5 1, CRFBP-R2 agonist 1.1, GalR3 antag -4, MEKK3 PB1 HTS 100 and CRFR2-BP antag 2.
`O=C(c1ccco1)N1CCN(S(=O)(=O)Cc2ccccc2Cl)CC1` gave DNA FID counter -5, MEKK2 WT-MEK5 96, SUMO HTRF inh 22, NS3 helicase inh 4, MEKK2 mut-MEK5 1, CRFBP-R2 agonist 5.4, GalR3 antag -2, MEKK3 PB1 HTS 100 and CRFR2-BP antag -4.
For CCCN(CCC)S(=O)(=O)c1ccc(C(=O)Nc2nc3c(s2)CCc2ccccc2-3)cc1 the results were DNA FID counter 0, MEKK2 WT-MEK5 109, SUMO HTRF inh 44, NS3 helicase inh 7, MEKK2 mut-MEK5 1, CRFBP-R2 agonist -0.2, GalR3 antag -2, MEKK3 PB1 HTS 125 and CRFR2-BP antag 17.
Screening CCOC(=O)C1NN=C(C(=O)c2ccccc2)C1c1ccc(OC)cc1 (centres undefined) returned DNA FID counter -24, MEKK2 WT-MEK5 88, SUMO HTRF inh -6, NS3 helicase inh -5, MEKK2 mut-MEK5 -7, CRFBP-R2 agonist -1.5, GalR3 antag 0, MEKK3 PB1 HTS 103 and CRFR2-BP antag -2.
For CCOC(=O)C1(Cc2cccc(OC)c2)CCCN(Cc2nccn2CC)C1 (centres undefined) the results were DNA FID counter 14, MEKK2 WT-MEK5 92, SUMO HTRF inh 6, NS3 helicase inh -2, MEKK2 mut-MEK5 -14, CRFBP-R2 agonist -3.5, GalR3 antag -5, MEKK3 PB1 HTS 95 and CRFR2-BP antag 5.
For O=C(NCc1ccc(CNC(=O)c2ccco2)cc1)c1ccco1 the results were DNA FID counter -5, MEKK2 WT-MEK5 101, SUMO HTRF inh 13, NS3 helicase inh 2, MEKK2 mut-MEK5 1, CRFBP-R2 agonist -0.9, GalR3 antag 2, MEKK3 PB1 HTS 101 and CRFR2-BP antag -5.
`O=C(Nc1ccon1)c1sc2cc(F)ccc2c1Cl` gave DNA FID counter -2, MEKK2 WT-MEK5 95, SUMO HTRF inh 4, NS3 helicase inh 1, MEKK2 mut-MEK5 -2, CRFBP-R2 agonist 1.8, GalR3 antag -2, MEKK3 PB1 HTS 91 and CRFR2-BP antag 1.

Two entries picked at random from those above, as already listed:
For CC(C)c1ccc(/C=C/C(=O)NCc2ccc(S(N)(=O)=O)cc2)cc1 the results were DNA FID counter -24, MEKK2 WT-MEK5 102, SUMO HTRF inh 13, NS3 helicase inh 21, MEKK2 mut-MEK5 1, CRFBP-R2 agonist 1.1, GalR3 antag -4, MEKK3 PB1 HTS 100 and CRFR2-BP antag 2.
For CCCN(CCC)S(=O)(=O)c1ccc(C(=O)Nc2nc3c(s2)CCc2ccccc2-3)cc1 the results were DNA FID counter 0, MEKK2 WT-MEK5 109, SUMO HTRF inh 44, NS3 helicase inh 7, MEKK2 mut-MEK5 1, CRFBP-R2 agonist -0.2, GalR3 antag -2, MEKK3 PB1 HTS 125 and CRFR2-BP antag 17.
